ATG4B inhibitor – inhibitors of human ATG4B cysteine protease | ATG4B cleavage of LC3-PLA2, NBD-HPC fluorescence, 1 h | inhibition, % at 8.33 µM | 340,000 tested, 0.51% active; in the data active = inhibition above about 40%
Target sequence (Q9Y4P1 whole entry, looked up): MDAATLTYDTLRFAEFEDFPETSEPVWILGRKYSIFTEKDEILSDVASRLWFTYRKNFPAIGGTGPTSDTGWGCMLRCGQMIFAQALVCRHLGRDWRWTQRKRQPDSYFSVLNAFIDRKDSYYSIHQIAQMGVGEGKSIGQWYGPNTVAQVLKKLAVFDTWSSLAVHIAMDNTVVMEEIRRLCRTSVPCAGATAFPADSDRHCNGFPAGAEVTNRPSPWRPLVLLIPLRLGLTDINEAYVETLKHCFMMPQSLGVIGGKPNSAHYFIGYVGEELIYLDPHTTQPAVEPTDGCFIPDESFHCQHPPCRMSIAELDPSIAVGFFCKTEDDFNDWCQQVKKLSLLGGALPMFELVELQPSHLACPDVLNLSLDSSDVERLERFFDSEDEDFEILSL
MPTP block – blocks calcium-induced mitochondrial swelling; isolated mouse mitochondria, Ca2+ swelling absorbance, 30 min; inhibition, % at 10 µM; 360,000 tested, 1.4% active;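 active = inhibition of 50% or more, scaled per plate between neutral and stimulator controls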;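 also: 0% = DMSO wells given calcium and 100% = 1 mM EGTA wells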
SENP8 block – inhibitors of human SENP8 protease. Q96LD8. recombinant SENP8, Nedd8 substrate fluorescence. inhibition, % at 20 µM. 360,000 tested, 0.64% active. AID 602440; in the data active = inhibition mostly above about 40%, no sharp cut-off; inactive = mostly below about 27%
Target sequence (Q96LD8 whole entry, looked up): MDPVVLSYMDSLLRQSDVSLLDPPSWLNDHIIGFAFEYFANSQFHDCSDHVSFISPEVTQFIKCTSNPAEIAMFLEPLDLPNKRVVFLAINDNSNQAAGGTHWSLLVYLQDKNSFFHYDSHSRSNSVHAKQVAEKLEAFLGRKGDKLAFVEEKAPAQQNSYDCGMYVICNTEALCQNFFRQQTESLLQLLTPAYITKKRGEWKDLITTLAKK
SENP7 block – blocks the human protease SENP7. Q9BQF6. recombinant SENP7, Z-RLRGG-aminoluciferin luminescence, 40 min. inhibition, % at 5 µM. 330,000 tested, 1.5% active. AID 434973;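 active = inhibition above about 50% at the single test dose, limit read from the data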;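 also: plate controls were DMSO with enzyme for no effect and no enzyme buffer wells for full effect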
NR3A LBD binder – modulates the human NR3A ligand-binding domain; NR3A LBD differential scanning fluorimetry, Tm shift; 0% = protein alone, 100% = glycine-bound protein; Tm shift relative to glycine control, % at 25 µM; 340,000 tested, 2.5% active;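 active = melting temperature shift of at least 10% of the positive control shift, at one fixed dose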
HKDC1 inhibitor – inhibitors of human hexokinase HKDC1; Q2TB90; recombinant HKDC1, G6PDH/diaphorase resazurin coupled fluorescence; inhibition, % at 20 µM; 340,000 tested, 0.16% active; AID 493160;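 active = inhibition above about 35% when tested at 20 µM, limit read from the data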;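 also: plate controls were DMSO wells with enzyme for no effect and DMSO wells lacking enzyme for full effect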
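Test system: recombinant HKDC1 (HK5) hexokinase enzyme, produced in-house; Amount: enzyme 5 µg/mL final; Buffer or medium: Tris pH 8.0 buffer with MgCl2, Tween-20, BSA, BME; Reagent: glucose and ATP substrates; Doses: 20 µM test compound, 1% DMSO; Incubation: 90 min reaction incubation at room temperature, dark; Detection: resorufin fluorescence at 613 nm.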
PfGluPho inh – PfG6PD (Plasmodium falciparum) enzyme inhibition; PfGluPho enzyme, NADPH resazurin-diaphorase fluorescence; inhibition, % at 20 µM; 350,000 tested, 0.78% active; AID 504690;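 active = inhibition reaching at least a set limit at 20 µM in the primary screen, cut at about 59% in these data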;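 also: 0% = DMSO wells with substrate and 100% = DMSO wells lacking glucose-6-phosphate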
SENP6 inh – blocks the human protease SENP6. Q9GZR1. Recombinant SENP6 catalytic domain, aminoluciferin luminescence. inhibition, % at 10 µM. 330,000 tested, 1.8% active. AID 2599;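 active = inhibition above about 50% at the single tested dose, limit read from the data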;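 also: plate controls were DMSO wells with enzyme for no effect and DMSO wells lacking enzyme for full effect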
Target sequence (Q9GZR1 628-1112 limits assumed): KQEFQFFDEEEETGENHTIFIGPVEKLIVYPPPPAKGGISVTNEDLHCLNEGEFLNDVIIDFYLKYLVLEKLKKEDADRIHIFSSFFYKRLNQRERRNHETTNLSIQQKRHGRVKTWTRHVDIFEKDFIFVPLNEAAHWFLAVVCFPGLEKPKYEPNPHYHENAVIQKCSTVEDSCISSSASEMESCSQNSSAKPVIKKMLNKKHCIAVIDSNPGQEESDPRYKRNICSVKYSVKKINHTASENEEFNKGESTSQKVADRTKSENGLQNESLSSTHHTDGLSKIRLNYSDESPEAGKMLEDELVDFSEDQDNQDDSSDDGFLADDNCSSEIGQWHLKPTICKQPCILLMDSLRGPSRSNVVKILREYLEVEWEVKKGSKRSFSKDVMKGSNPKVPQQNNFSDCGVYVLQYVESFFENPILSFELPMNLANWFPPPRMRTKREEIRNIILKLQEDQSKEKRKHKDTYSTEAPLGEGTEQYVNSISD
* marks the source's active call; other numbers are inactive results; i = inactive; x = not tested or not shown.

Sequence of screens – ATG4B inhibitor	MPTP block	SENP8 block	SENP7 block	NR3A LBD binder	HKDC1 inhibitor	PfGluPho inh	SENP6 inh
1	O=C1c2cccc3cccc(c23)C(=O)N1CCN1CCN(CC(O)COCc2ccc(Cl)cc2)CC1 (stereo not drawn)
    -27	4.5	7	-6	-3	-14	-12	-8
2	Cc1onc(-c2ccccc2)c1C(=O)NCCc1ccc(S(N)(=O)=O)cc1
    1	-2.9	13	-12	-2	-7	-5	7
3	C[C@@]12C(=O)N(Cc3ccc(F)cc3)CC(=O)N1[C@H]1c3cc(Cl)ccc3OC[C@@H]1[C@@H]2c1ccccc1
    3	-1.8	0	9	-7	4	11	-7
4	C#CCn1ccc(O)c(Cc2ccccc2)c1=O
    8	-1.2	3	-2	1	-1	3	-26
5	Cc1ccc(S(=O)(=O)N2CCOCC2)cc1NC(=O)COC(=O)c1cccnc1Cl
    4	1.7	11	-2	1	-4	-5	1
6	CN(C)/C=C/c1c(C#N)c(=O)ncn1Cc1ccccc1
    -6	0.9	13	-13	1	-4	-12	4
7	O=C(CCn1cccc1)N1CCc2ccccc21
    5	24	9	-9	0	-10	-10	3
8	O=S(=O)(CCN1CCSCC1)c1ccc(Cl)cc1
    -10	1.6	13	-4	0	-3	14	-14
9	CCCCC1=NN(C(=O)c2ccncc2)C(O)(C(F)(F)F)C1 (stereo not drawn)
    -9	1.3	4	13	0	-6	-8	-2
10	N#Cc1ccc(COn2nnc3ccccc32)cc1
    8	0.3	16	16	-1	-5	13	-19
11	COc1ccc(NC(=O)CN(C)C(=O)CN2C(=O)C3CCCCC3C2=O)cc1 (stereo not drawn)
    -5	-2.6	22	0	2	-1	3	-13
12	COc1ccc(NC(=O)Cn2c3ccccc3c3nc4n(c(=O)c32)CCS4)cc1OC
    -1	-0.1	-67	-3	1	-4	4	-25
13	CCC1(CC)NC(=O)N(CC(=O)OCC(=O)Nc2ccccc2[N+](=O)[O-])C1=O
    -1	-2.4	15	12	1	-6	2	-6
14	Cc1ccc(-n2c(CNc3ccc(F)cc3)nnc2SCC(N)=O)cc1
    3	0.6	9	-3	-4	-5	-7	-11
15	COc1cc(C(=O)Nc2ccc3nc4n(c(=O)c3c2)CCCCC4)cc(OC)c1OC
    -14	-2.1	-3	-1	0	1	6	-22
16	Cc1cccc(OCC(=O)N/N=C\c2cccn2C)c1C
    -9	0.6	3	3	1	-6	19	-3
17	O=[N+]([O-])c1c(NCCCO)cc(Sc2ccc(Cl)cc2)c2nonc12
    -8	23	28	x	-14	14	22	x
18	CCCN(CCC)c1cc(Cl)nc(N)n1
    10	-0.6	6	4	-2	-5	-2	7
19	Clc1ccc2oc(-c3ccccn3)nc2c1
    -7	-1.6	-42	57*	1	2	10	67*
20	O=C(O)C1CCCN1S(=O)(=O)c1ccc(Br)cc1 (stereo not drawn)
    -10	0.1	14	-8	-2	-4	-1	-47
21	CNC(=S)N(Cc1ccco1)Cc1cc2cc(OC)c(OC)cc2[nH]c1=O
    -8	-0.9	-259	9	-1	-1	4	7
22	CCc1cc(=O)oc2c3c(cc(OCC(=O)NCCCOC)c12)OC(C)(C)CC3
    -8	0.6	-298	-2	0	11	14	19
23	Clc1ccc(-c2cc(CN3CCOCC3)no2)cc1
    6	-0.9	18	3	1	-3	-6	-22
24	O=C(N/N=C/c1cccnc1)c1ccc(Cn2cc([N+](=O)[O-])cn2)o1
    -5	-0.8	3	1	-1	-5	-20	5
25	CCN(CC)C(=O)Cn1cnc2c1c(=O)n(C)c(=O)n2C
    -2	0.0	6	2	1	-4	-3	-2
26	NC(=S)Nc1ccc(F)cc1F
    9	-0.2	10	-1	-2	-1	-15	-5
27	CC(C)CN1CCC(=O)NC1=S
    5	-2.5	9	x	-2	-6	-1	x
28	COc1ccc(NC(=O)CN(C)CC(=O)NCC(=O)Nc2ccc(F)cc2)cc1
    -5	1.9	11	-1	2	3	4	-3
29	COC(=O)CN1C(=O)N/C(=C/c2cc(Cl)c(OC)c(OC)c2)C1=O
    -6	-0.2	-249	-1	0	-8	-1	-2
30	O=[N+]([O-])c1cc(Oc2cccnc2)cc([N+](=O)[O-])c1
    2	-2.0	20	3	-2	2	-18	23

Pulled by structure from above (six):
Sequence of screens – ATG4B inhibitor	MPTP block	SENP8 block	SENP7 block	NR3A LBD binder	HKDC1 inhibitor	PfGluPho inh	SENP6 inh
6	CN(C)/C=C/c1c(C#N)c(=O)ncn1Cc1ccccc1
    -6	0.9	13	-13	1	-4	-12	4
9	CCCCC1=NN(C(=O)c2ccncc2)C(O)(C(F)(F)F)C1 (stereo not drawn)
    -9	1.3	4	13	0	-6	-8	-2
13	CCC1(CC)NC(=O)N(CC(=O)OCC(=O)Nc2ccccc2[N+](=O)[O-])C1=O
    -1	-2.4	15	12	1	-6	2	-6
17	O=[N+]([O-])c1c(NCCCO)cc(Sc2ccc(Cl)cc2)c2nonc12
    -8	23	28	x	-14	14	22	x
12	COc1ccc(NC(=O)Cn2c3ccccc3c3nc4n(c(=O)c32)CCS4)cc1OC
    -1	-0.1	-67	-3	1	-4	4	-25
20	O=C(O)C1CCCN1S(=O)(=O)c1ccc(Br)cc1 (stereo not drawn)
    -10	0.1	14	-8	-2	-4	-1	-47

(cont.)
Sequence of screens – ATG4B inhibitor	MPTP block	SENP8 block	SENP7 block	NR3A LBD binder	HKDC1 inhibitor	PfGluPho inh	SENP6 inh
31	O=C(NC(=S)Nc1cccc2ncccc12)c1cccs1
    6	1.1	-2	5	-14	-7	8	13
32	COC(=O)C1=C(C(=O)OC)[C@@H]2N(C)c3ccc(OC)cc3[C@@]23C[C@@H](C(=O)OC)N(C(=O)c2cccs2)C3=N1
    4	-2.5	24	-8	0	2	16	-6
33	CCOC(=O)N1CCN(C(=O)CSCC(=O)Nc2nc(-c3ccc4c(c3)OCO4)cs2)CC1
    -7	5.0	10	-8	-4	-2	10	6
34	Cc1snc(SCC(=O)c2ccc(F)cc2)c1C#N
    -1	-0.1	7	-4	6	-11	5	11
35	COc1cc(N=Nc2c(C)n(C)n(-c3ccccc3)c2=O)ccc1N
    -6	0.4	28	29	-2	-6	13	-3
36	COc1ccc(CNC(=O)C(CCSC)NS(=O)(=O)c2ccccc2F)cc1 (stereo not drawn)
    -5	-0.2	-6	-3	0	-9	-6	-3
37	CCN(C(=O)COC(=O)c1cc(-c2ccc(C)o2)nc2ccccc12)C1CCS(=O)(=O)C1 (stereo not drawn)
    -14	3.1	-414	0	-1	3	27	18
38	CC1CCCN(CCSc2ccc(Cl)cc2)C1 (stereo not drawn)
    -5	1.2	5	7	0	-6	-2	-14
39	Cc1cccc(OCCNC(=O)CCNS(=O)(=O)c2ccc3ccccc3c2)c1
    -3	-0.4	-6	-13	-6	1	10	-4
40	N#Cc1c(-c2ccco2)cc(-c2ccccn2)nc1N
    8	-0.6	i	3	-14	3	28	-2
41	O=C(Cc1ccccc1)NNc1c2ccccc2nc2ccccc12
    22	-2.0	-19	-1	-1	-3	0	6
42	COc1cccc(NC2SC(=O)N(c3ccccc3)C2=O)c1 (stereo not drawn)
    -3	1.4	2	-11	-40	-6	-10	-3
43	Nn1c(SC/C=C/c2ccccc2)nnc1-c1ccccn1
    11	0.8	33	-7	4	9	16	-1
44	COc1cc(-n2c(C)nc3cccnc32)c(Cl)cc1C(=O)O
    -2	-0.4	-4	-4	0	-5	-6	8
45	CCO[C@H]1OC(C(=O)NC2CC2)=C[C@@H](c2ccc(Br)cc2)[C@@H]1CCCO
    2	1.1	21	-1	-2	-2	-11	-13
46	CCOC(=O)c1ccc(NC(=O)C2(c3ccc(OC)cc3)CCOCC2)cc1
    2	0.4	5	-3	-1	-8	-15	11
47	CC1(C)NC(=O)N(CC(O)CN2CCCC2)C1=O (stereo not drawn)
    -2	1.5	21	-1	1	-2	-16	-16
48	CNC(=O)c1ccsc1NC(=O)c1ccc(S(=O)(=O)N2CCOCC2)cc1
    -9	1.6	-15	6	1	-3	-4	2
49	CC[n+]1c(C)cc2c(sc3ccccc32)c1C
    3	-1.2	-268	x	-5	-28	-7	x
50	Nc1cc(C(=O)c2ccccc2)ccc1[N+](=O)[O-]
    -2	-0.5	13	-3	0	-8	3	3
51	CCOC(=O)c1sc(NC(=S)NC(=O)C2CCCC2)cc1C
    20	-3.4	20	7	-1	0	20	-6
52	CCOc1ccccc1C1C(C(N)=O)=C(C)Nc2nc(CCCO)nn21 (stereo not drawn)
    3	-1.9	-27	11	0	-4	-11	-16
53	CC(C)(C)OC(=O)N[C@H](C(=O)OC(C)(C)C)c1ccc(Br)cc1
    7	-0.8	14	-1	-1	4	10	-14
54	CC(C)CNC(=O)CC1Nc2ccccc2NC1=O (stereo not drawn)
    -3	-0.5	-427	-5	-3	-6	2	-7
55	COc1ccc2sc(SCCCS(=O)(=O)O)[n+](CCCS(=O)(=O)[O-])c2c1
    -5	0.3	1	-3	8	-4	-3	-10
56	O=C(CNC(=O)Cc1ccccc1)NCC(=O)OCC(=O)c1ccc(Cl)cc1
    5	-1.7	27	3	-3	-4	-20	3
57	CC(C)C(=O)NNc1nc2ccccc2s1
    -3	1.6	5	10	-1	-10	6	7
58	CCCCOc1ccc(C(=O)NCC(=O)N(C)CC(=O)Nc2ccc(N3CCOCC3)cc2)cc1
    -9	-1.0	14	-3	-1	-3	9	-14
59	COc1ccc(NC(=O)/C(C#N)=C/c2ccc(Br)o2)cc1
    -6	1.7	27	66*	6	-11	-3	-2
60	O=C1C2CC=C(Cl)CC2C(=O)N1CC1Cc2ccccc2CO1 (stereo not drawn)
    29	0.6	-17	8	0	-8	16	8

Next part.
Sequence of screens – ATG4B inhibitor	MPTP block	SENP8 block	SENP7 block	NR3A LBD binder	HKDC1 inhibitor	PfGluPho inh	SENP6 inh
61	Cc1[nH]c2ccccc2c1C(=O)CN1CCCCC1C (stereo not drawn)
    -1	-2.8	12	3	0	8	-21	-4
62	CCOc1ccc(NC(=S)NCC(c2cccnc2)N2CCOCC2)cc1 (stereo not drawn)
    -1	0.3	10	6	-3	-14	29	-5
63	CCOc1cc(N2CCOCC2)c(OCC)cc1NC(=O)COC(=O)c1ccc(Cl)nc1
    2	-0.7	6	-6	-6	3	16	12
64	O=[N+]([O-])c1cccnc1N1CCC(c2cc(-c3ccc(Cl)cc3)n[nH]2)CC1
    12	3.5	30	2	7	-1	26	-17
65	CCOc1ccccc1NS(=O)(=O)c1ccc(OC)c(OC)c1
    -5	2.1	1	7	-1	-7	-16	7
66	Cc1ccc(C(=O)N2CCC(C)CC2)cc1NC1=NC2CS(=O)(=O)CC2S1 (stereo not drawn)
    -10	0.0	13	4	-1	-6	-4	-8
67	O=C(Nc1cccc2ccccc12)N1CCN(Cc2ccccc2)CC1
    -6	0.6	-327	11	-4	-1	6	-2
68	CC(C)CC(NC(=O)C1CCC(C)CC1)C(=O)NCc1ccco1 (stereo not drawn)
    -1	0.3	26	4	-2	4	2	1
69	Cc1c(NC(=O)c2c(F)c(F)c(F)c(F)c2F)c(=O)n(-c2ccccc2)n1C
    -10	-0.4	0	-10	2	1	12	-3
70	Cc1c(C(=O)N/N=C/c2ccoc2)cccc1[N+](=O)[O-]
    -4	0.5	5	-2	-3	-5	0	-5
71	Cc1nc(SCC(=O)NC2CCS(=O)(=O)C2)c2c3c(sc2n1)CCCC3 (stereo not drawn)
    -5	-1.3	-1	-6	1	0	1	-8
72	CCOC(=O)c1cc(NC(=O)c2cccnc2)cc(C(=O)OCC)c1
    -7	-1.4	14	1	0	-3	-8	-19
73	CCCCC1=CC2=CC(=O)C(C)(OC(=O)CC)C(=O)C2=CO1 (stereo not drawn)
    33	1.2	-12	-11	-4	12	6	-1
74	O=C(COC(=O)c1ccc(O)cc1)NCc1ccc2c(c1)OCO2
    -7	3.5	8	1	-1	-7	11	-12
75	Cc1cc(NC(=O)c2ccccc2[N+](=O)[O-])ccc1Br
    -1	-0.6	10	-1	-12	-2	18	-26
76	O=C(C1CCN(Cc2ccccc2)CC1)N1CCCC1
    6	0.5	11	3	-3	-7	1	-4
77	Cc1nnc(SCC(=O)NC2CCCCC2)n1N
    -1	0.8	3	-5	2	-1	0	7
78	O=C(O)/C(=C\c1ccco1)NC(=O)c1ccco1
    1	-0.5	19	-2	-1	-7	-5	6
79	CCCn1c(=O)c2ccccc2n2c(SCC(=O)c3ccc(CC)cc3)nnc12
    3	-4.0	-263	0	-1	-6	-11	-3
